FLuc stim CS: firefly luciferase counter-screen for stimulation assays | P08659 | ATPlite luciferase biochemical, luminescence, 10 min; 0 = ATP-free wells, 1 = DMSO control | activation factor at 10 µM | 200,000 tested, under 10 active;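 active = luciferase activation factor, scaled between plate controls, of at least 2 with compound at 10 µM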
Target sequence (P08659 whole entry, looked up): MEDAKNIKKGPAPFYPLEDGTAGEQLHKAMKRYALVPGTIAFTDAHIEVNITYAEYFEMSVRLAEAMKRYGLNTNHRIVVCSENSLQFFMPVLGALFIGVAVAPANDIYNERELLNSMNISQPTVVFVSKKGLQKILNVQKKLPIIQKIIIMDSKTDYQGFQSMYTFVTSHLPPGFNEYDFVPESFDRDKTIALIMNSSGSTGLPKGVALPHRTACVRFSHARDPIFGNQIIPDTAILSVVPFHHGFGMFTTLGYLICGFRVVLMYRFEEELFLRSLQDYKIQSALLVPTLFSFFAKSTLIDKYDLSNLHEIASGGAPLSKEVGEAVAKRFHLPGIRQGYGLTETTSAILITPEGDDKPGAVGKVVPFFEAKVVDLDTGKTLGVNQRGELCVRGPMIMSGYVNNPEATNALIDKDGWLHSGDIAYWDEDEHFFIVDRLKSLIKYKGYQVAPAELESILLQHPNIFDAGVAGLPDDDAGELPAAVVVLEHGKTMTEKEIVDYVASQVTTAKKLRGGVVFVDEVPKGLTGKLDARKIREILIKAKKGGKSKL
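Material: Luciferase/luciferin reagent mix; Doses: test compounds dosed from 2 mM stocks in 100% DMSO; Schedule: 10 min incubation after luciferase reagent addition, room temperature; Measured by: luminescence from luciferase reaction; Read-out: luminescence gain marking luciferase activators.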
TNAP act hi DEA: activators of human TNAP at high phosphate acceptor concentration | P05186 | purified TNAP, CDP-star luminescence, 1 M DEA, 30 min; stronger effect = higher value; 0 = EDTA background, 1 = DMSO-only activity | activation factor at 20 µM | 200,000 tested, under 10 active | AID 1136;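 active = activation factor at least 2 at 20 µM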
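Measured by: Luminescent substrate turnover signal | Test system: Human TNAP | Input: TNAP 1/800 final | Dosing: 20 µM single point | Schedule: 30 min, room temperature | Controls: EDTA wells as negative control, DMSO wells as positive control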
PMI act hi M6P: PMI (human) activation, high substrate. P34949. coupled PMI enzyme assay, resazurin fluorescence, 20 min; stronger effect = higher value; 1 = untreated enzyme, 0 = substrate-free blank. activation factor at 20 µM. actives 0.34% (n = 190,000);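 active = activation factor of 2 or more at 20 µM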
Target sequence (P34949 whole entry, looked up): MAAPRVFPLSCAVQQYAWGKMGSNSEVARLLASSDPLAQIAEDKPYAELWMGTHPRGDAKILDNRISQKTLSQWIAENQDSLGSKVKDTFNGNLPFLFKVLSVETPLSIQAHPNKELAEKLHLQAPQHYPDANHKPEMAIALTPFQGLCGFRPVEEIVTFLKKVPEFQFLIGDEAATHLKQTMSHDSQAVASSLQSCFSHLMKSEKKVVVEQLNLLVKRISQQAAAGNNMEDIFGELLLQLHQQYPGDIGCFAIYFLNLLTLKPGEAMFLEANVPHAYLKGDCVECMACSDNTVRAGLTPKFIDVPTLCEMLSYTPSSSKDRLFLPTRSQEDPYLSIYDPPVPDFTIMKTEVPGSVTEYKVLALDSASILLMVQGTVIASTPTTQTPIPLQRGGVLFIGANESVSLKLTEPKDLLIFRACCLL
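Test system: human PMI in coupled enzyme assay; Input: PMI at 15 ng/mL final; Medium: HEPES buffer, pH 7.4; Schedule: 20 min incubation at room temperature; Technique: resorufin fluorescence at Ex 544/Em 590 nm; Compound: 20 µM single dose; Probe or stimulus: Near-saturating mannose-6-phosphate, 1.0 mM.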
PMI activator: increases human mannose-6-phosphate isomerase activity; P34949; purified human PMI, coupled resazurin fluorescence, 20 min; stronger effect = higher value; 1 = vehicle control, 0 substrate-free wells; activation factor at 20 µM; actives 0.005% (n = 190,000); AID 1214;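 active = activation factor of 2 or more at 20 µM, relative to plate controls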
TNAP inh no acc: TNAP (human) inhibition, acceptor-free conditions | P05186 | purified TNAP, CDP-star luminescence, 30 min | inhibition, % at 20 µM | actives 0.26% (n = 200,000);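 active = tissue-nonspecific alkaline phosphatase inhibition above about 50% at 20 µM in the single-dose screen, limit read from the data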;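 also: 0% = DMSO negative control and 100% = EDTA positive control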
Diaphorase act: counter-screen for diaphorase-based assays: diaphorase activators and chemical reducers | Diaphorase/resazurin coupled assay, resorufin fluorescence, 16 min; stronger effect = higher value; 1 = vehicle wells, 0 = NADH-free wells | activation factor at 20 µM | actives 0.005% (n = 190,000) | AID 1229;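 active = diaphorase activity raised at least twofold by the compound at 20 µM; inactive = activation factor below 2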
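Material: Clostridium kluyveri diaphorase, purified enzyme; Quantity: enzyme 0.07 U/mL final; Medium: HEPES pH 7.4 buffer with MgCl2 and Tween 20; Dosing: single compound dose of 20 µM, 1% DMSO final; Schedule: 16 min reaction at room temperature; Measured by: red resorufin fluorescence at 544/590 nm excitation/emission.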
Efa HMGR inh: E. faecalis class II HMG-CoA reductase inhibition; purified E. faecalis HMGR, NADPH absorbance 340 nm kinetic; AID 1066; inhibition, % at 10 µM; actives 0.41% (n = 190,000);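 active = inhibition above a set limit, the median over all tested compounds plus 3 SD, cut at about 9.5% in these data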;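 also: enzyme runs in reverse so mevalonate oxidation gives rising NADPH absorbance; 0% = complete reaction with DMSO and 100% = background rate lacking mevalonate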
TNAP inh hi DEA: inhibitors of human TNAP at high phosphate acceptor concentration; P05186; purified TNAP, CDP-star luminescence, 1 M DEA; inhibition, % at 20 µM; actives 0.03% (n = 200,000); AID 1135;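 active = over 50% inhibition of tissue-nonspecific alkaline phosphatase at 20 µM in the single-dose screen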;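 also: plate controls were DMSO wells for no effect and EDTA-quenched wells as full inhibition for full effect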
G6PDH counter: inhibits Leuconostoc G6PDH, flagging false hits in G6PDH-based assays; Purified L. mesenteroides G6PDH, diaphorase/resazurin coupled fluorescence, 45 min; inhibition, % at 5 µM; actives 0.12% (n = 200,000); AID 1020; in the data active = inhibition above about 50%
Diaph inh CS: inhibits diaphorase or chemically oxidizes, flagging diaphorase assay artifacts; actives 0.69% (n = 190,000); inhibition, % at 20 µM; diaphorase resazurin-to-resorufin fluorescence, NADH, 16 min; bacterial (C. kluyveri) enzyme, not human; AID 1217;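 active = primary screen inhibition at 20 µM above a set limit, cut at about 50% in these data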;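 also: plate controls were DMSO with full reaction for no effect and wells lacking NADH for full effect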
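Benchmarks: positive control wells lacking NADH, neutral wells with DMSO only. System: bacterial diaphorase enzyme (C. kluyveri). Input: 0.14 U/mL diaphorase, enzyme working solution. Detection: resorufin fluorescence, excitation 544 nm, emission 590 nm. Times: 16-min room-temperature incubation before reading.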
The depositor's hits bear a star; . = no result given.

smiles,FLuc stim CS,TNAP inh hi DEA,G6PDH counter,TNAP act hi DEA,Diaphorase act,Diaph inh CS,PMI act hi M6P,Efa HMGR inh,TNAP inh no acc,PMI activator
CCOc1cc(CNc2ccc3cn[nH]c3c2)ccc1OC,1,0,33,1,0.4,57*,1.1,-9,-14,0.7
CN(CCOCCOc1ccc(Cl)cc1Br)Cc1ccccc1,1,-1,-2,1,0.9,5,1,-3,-4,0.9
Cc1cc(-n2c(C)cc(C(=O)CN3C(=O)NC4(CCCCCC4)C3=O)c2C)no1,1.1,-6,-3,1.1,0.9,14,0.9,3,-10,0.9
c1coc(CNCc2cccs2)c1,1,-2,6,1,0.9,13,1,3,-8,1
CN(C)S(=O)(=O)N1CCN(C(=O)N2CCCCCC2)CC1,1.1,-8,-2,1.1,1,4,1.1,0,-15,1.1
O=C(NCCN1CCOCC1)c1cn(CCc2ccccc2)nn1,1.1,-9,-6,1.1,0.8,16,1,0,-16,1
Cn1cc(Cl)c(C(=O)Nc2cnn(Cc3ccc(F)cc3)c2)n1,1,-1,7,1,0.9,10,1,-4,-5,1.1
CCOc1c(Cl)cc(C(=O)Nc2ccccc2C(=O)O)cc1Cl,0.8,1,9,1,0.9,10,1,-2,-5,1
COCCN(C(=O)Cc1cccs1)C(C(=O)NCc1ccc(OC)cc1)c1ccccc1 (configuration not stated),1,-2,-1,1,0.9,10,0.9,1,-9,0.9
O=C(NC1CC1)C1CCN(C2CCN(C(=O)/C=C/c3cccc(F)c3F)CC2)CC1,1.1,-8,9,1.1,0.9,12,1,6,-13,1
CCOc1cc(-c2cc(-c3ccccc3)nc(N)c2C#N)ccc1O,1.1,-1,3,1,0.7,30,0.9,-7,-4,0.9
COc1cccc2c3c(c(C)nc12)CC(C)O3 (configuration not stated),0.9,1,10,1,0.9,13,0.9,-5,-5,0.9
Cc1c(NC(=O)Nc2ccc(Cl)cc2Cl)c(=O)n(-c2ccccc2)n1C,1,0,-2,1,1,0,1,2,-2,1
CCOC(=O)c1ccc(NC(=O)Cn2nnc(-c3ccccc3C)n2)cc1,1.1,-3,1,1,0.8,20,0.8,-2,-5,0.7
Cc1ccc(SCCC(=O)N/N=C/c2ccccc2O)cc1,1,4,-10,1,0.8,24,1,-6,-16,1
COc1ccc(CCNC(=O)CC2Nc3ccccc3NC2=O)cc1OC (configuration not stated),0.6,-2,10,1,0.5,52*,0.6,-1,-7,0.8
O=S(=O)(c1ccc(NC(=S)NCCc2ccccc2)cc1)N1CCOCC1,1.1,-7,0,1.1,0.7,26,1,-2,-14,1
O=C(OCC#CCSc1nc2ccccc2o1)c1ccco1,1.1,-6,-12,1.1,0.9,14,0.9,-4,-15,0.9
Cc1cc(N2CCN(C)CC2)nc2ccc(NC(=S)N3CCC4(CC3)OCCO4)cc12,1.1,-6,-4,1.1,1.1,-6,0.8,-1,-6,1
COc1ccc(N(C)S(=O)(=O)c2cccc(C(=O)Nc3ccc4c(c3)OCCO4)c2)cc1,1,-4,1,1,0.9,11,1,-4,-12,0.9

Sorted by value in Diaph inh CS (smallest number first): some entries from above.
| molecule | TNAP inh hi DEA | TNAP act hi DEA | Diaph inh CS | PMI act hi M6P | Efa HMGR inh | TNAP inh no acc | PMI activator |
| --- | --- | --- | --- | --- | --- | --- | --- |
| Cc1cc(N2CCN(C)CC2)nc2ccc(NC(=S)N3CCC4(CC3)OCCO4)cc12 | -6 | 1.1 | -6 | 0.8 | -1 | -6 | 1 |
| COc1cccc2c3c(c(C)nc12)CC(C)O3 (configuration not stated) | 1 | 1 | 13 | 0.9 | -5 | -5 | 0.9 |
| O=S(=O)(c1ccc(NC(=S)NCCc2ccccc2)cc1)N1CCOCC1 | -7 | 1.1 | 26 | 1 | -2 | -14 | 1 |

Remaining list, next part
smiles,FLuc stim CS,TNAP inh hi DEA,G6PDH counter,TNAP act hi DEA,Diaphorase act,Diaph inh CS,PMI act hi M6P,Efa HMGR inh,TNAP inh no acc,PMI activator
Cc1cccc(OCCOC(=O)Nc2ccccc2)c1,1,1,6,1,0.8,16,0.9,-4,-14,1
CCSc1sccc1C1C(C#N)=C(N)N(c2cccnc2)C2=C1C(=O)CC(C)(C)C2 (configuration not stated),1,-1,9,1,0.7,31,0.7,2,-8,1.1
Cc1ccc(C2CC(C(F)F)n3ncc(C(=O)Nc4c(C)nn(Cc5c(F)cccc5Cl)c4C)c3N2)cc1 (configuration not stated),1.1,-8,8,1.1,0.7,29,0.8,-4,-12,0.8
O=C(/C=C/c1ccc([N+](=O)[O-])cc1)NCCOc1ccc(F)cc1,1,5,0,0.9,0.9,9,1,0,7,1
CCOc1ccc(N(CC(=O)O)S(=O)(=O)c2ccc(F)cc2)cc1,1,-1,37,1,0.9,12,1,-5,-4,0.9
CCOc1ccc2[nH]c(O)c(NC(C)=O)c2c1,1,-8,-3,1.1,0.9,10,1.3,-1,-11,1.1
O=C(c1sc2cccc(F)c2c1Cl)N1CCN(c2ncccn2)CC1,1.1,1,-7,1,0.8,16,0.9,2,20,0.9
Nc1ccccc1-c1nc2ccccc2[nH]1,0.8,-4,-13,1,1,3,0.9,1,-7,0.9
O=C(/C=C/c1ccco1)c1ccc(O)cc1,0.5,8,3,0.9,0.8,18,0.9,-2,0,0.9
CCn1c(SCC(=O)NC(C)(C)C)nnc1-c1ccncc1,1,-5,4,1.1,1.1,-10,1,-3,-5,1
Cc1ccc(NCc2nc3ccccc3n2CCOc2ccccc2)cc1,0.9,2,12,1,0.8,16,0.4,-7,-115,0.5
CCNc1ccc(S(=O)(=O)N(C)C)cc1NCC(=O)Nc1ccccc1Cl,1.1,-6,7,1.1,0.9,12,0.9,-2,-10,1
COCC(=O)Nc1ncc(S(=O)(=O)c2ccc([N+](=O)[O-])cc2)s1,1.1,-7,6,1.1,0.9,10,1.2,-4,-13,1.3
CN(C)/N=C/c1ccc(OS(=O)(=O)c2ccccc2)cc1,1,-10,9,1.1,0.9,13,1,-3,-15,0.9
COCCCNC(=O)C12CCC(C)(C(=O)C1)C2(C)C (configuration not stated),1.1,-7,-1,1.1,0.9,7,1,2,-17,1
O=C(Nc1ccc(S(=O)(=O)N2CCOCC2)cc1)c1cccs1,1,-4,3,1,1,3,1,-2,-8,1
CCOC(=O)C1(CCc2ccccc2)CCN(C(=O)C2CCCO2)CC1 (configuration not stated),1.1,-5,13,1,0.9,13,1,-5,-1,1
CCOc1cc(-c2nc(-c3ccccc3)c(-c3cc([N+](=O)[O-])ccc3C)[nH]2)ccc1O,1,0,6,1,0.8,22,0.9,-8,0,0.9
COc1cc(Br)c(C(C)NC(=O)c2ccccc2)cc1OC (configuration not stated),1.1,-3,2,1,1.1,-5,1,0,-4,1.1
CCN(C(=O)COC(=O)c1cc(-c2cccc3ccccc23)nc2ccccc12)C1CCS(=O)(=O)C1 (configuration not stated),1.1,-2,-13,1,0.8,17,1,-1,-24,0.9
CCn1c(Cc2ccccc2)nnc1SCC(=O)NC1CCCC1,1.1,-7,9,1.1,1,0,1.1,-3,-17,1.1
CCc1ccc(CNC(=O)C2CCC(=O)N2C2CCCCC2)cc1 (configuration not stated),1.1,-4,-2,1,0.8,20,1,2,-12,1
CNc1nnc(-c2cc3cc(Cl)ccc3oc2=O)s1,0.8,-6,-6,1.1,1,1,1,2,-9,1
COc1cc(CO)c(Br)cc1OCC(N)=O,1.1,-6,8,1.1,1,-2,1.1,-1,-12,1.1
Cc1ccc2nc3c(cc(C(=O)NCc4cccnc4)c(=N)n3C(C)C)c(=O)n2c1,1.1,-8,0,1.1,0.9,10,0.9,.,-17,1
CCOc1ccc(NC(=O)c2cnsn2)cc1,0.4,-5,-17,1.1,0.9,12,1,-1,-14,0.9
CCOc1ccc(NC2CCN(C(C)=O)CC2)cc1,1.1,-2,10,1,0.9,14,0.7,2,17,0.9
CC1=C(C#N)C(=O)NC(=O)/C1=C\c1ccc(-c2cc(C)c(C)cc2[N+](=O)[O-])o1,1,-1,28,1,0.4,61*,0.5,2,-6,1
O=C1CCN(S(=O)(=O)c2ccc(Cl)cc2)N1,1,-2,-2,1,0.9,5,1,-5,-5,1
O=C(Cc1ccc(F)cc1)Nc1cccc2cccnc12,1.1,-6,3,1.1,0.9,13,1,-1,-5,1
Cc1cc(Cl)ccc1OCCCC(=O)N/N=C/c1cccc([N+](=O)[O-])c1,1,-1,9,1,1,-4,1,-2,-6,0.9
Cc1ccc(C(=O)N2CCCC(c3ccc(Cl)cc3)=N2)cc1,1,0,4,1,0.9,10,0.9,-5,-2,0.9
O=C(CSc1nc(-c2ccc(F)cc2)nc2ccc(F)cc12)Nc1cccc(C(=O)O)c1,1,-4,1,1,0.9,7,1.1,4,-10,1.1
CCOc1cc(-c2cc(-c3ccc(C)cc3)nc(N)c2C#N)ccc1O,1.1,2,16,1,1,0,0.9,1,7,0.8
O=C(O)CCCC(=O)NNC(=O)c1cccc(Br)c1,1.1,-6,7,1.1,0.9,11,1,0,-13,1
CCc1cc2ccc(OC)cc2nc1SCC(=O)Nc1cc(C)on1,1,-5,5,1,1.1,-14,1.1,-6,-12,1.1
CC(C)(C)NC(=O)COC(=O)c1ccccc1NC(=O)c1ccco1,1,1,3,1,1,4,1,-1,-9,1
CCOC(=O)c1ccc2c(c1)N(CC#N)C(=O)C(C)(C)O2,1,-7,21,1.1,0.8,17,0.9,-4,-7,0.8
O=c1[nH]c(C(Cl)Cl)nc2sc3c(c12)CCN(Cc1ccccc1)C3,1.1,-2,0,1,0.8,18,2.6*,3,-5,1.8
O=C(OCC(=O)N1CCOCC1)c1ccc[nH]c1=O,1.1,-5,2,1.1,0.9,7,1.1,-9,-18,1.1
Cc1cc(C)c(C)c(S(=O)(=O)Nc2ccccc2C(=O)O)c1C,0.9,-2,10,1,1.1,-8,1.1,6,-1,1.2
O=C(NC(=O)c1ccccc1)OCC(F)(F)F,1,1,6,1,0.9,8,0.9,2,-10,1
O=C(Cn1nnc(-c2cccc(C(F)(F)F)c2)n1)NC1CCCC1,1.1,-8,5,1.1,0.9,10,1,3,0,1.1
CS(=O)(=O)N(CC(=O)Nc1c(F)cccc1F)c1ccc(C23CC4CC(CC(C4)C2)C3)cc1,1,2,3,1,1,2,1.1,-8,-4,1

Screening results as filed in PubChem.

Compounds were not picked by outcome; overall some 1.7% were active at least once.
